Hep lipid drop: modulators of hepatic lipid droplet formation; hit rate 0.4% among 240,000; AML12 mouse hepatocytes, oleate lipid droplets, BODIPY imaging; inhibition, % at 6.5 µM;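 active means lipid droplet intensity inhibited by at least 50%, with more than 500 cells counted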
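Assay system: AML12 mouse liver cells | Compound dosing: One dose, 6.5 µM compound | Read-out basis: Droplet intensity reduction, % inhibition | Measured by: Fluorescence imaging, 20x objective, two fields per well | Schedule: Overnight treatment with compound plus oleate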
HEK293 NOD2/NF-kB: inhibition of NOD2-driven NF-kB reporter – cell-based, luminescence, uHTS, HEK293 (AID 1566). hit rate 0.63% among 290,000. HEK293 NOD2/NF-kB luciferase reporter, luminescence; higher % means a stronger effect. inhibition, % at 4 µM; hits with a dose series show EC50 in µM; in the data active means inhibition above about 50%; further: many of its hits are not listed in these tables
Yfh1-off respiration: enhancers of respiration in Yfh1-depleted yeast, dose response, Friedreich's ataxia, plus single-dose screen (AID 1465). S. cerevisiae Yfh1-off respiration, WST-1 reduction, 72 h; higher fold induction means a stronger effect. fold induction at 50 µM; hits with a dose series show EC50 in µM. hit rate 0.074% among 220,000;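 active means fold induction of absorbance versus untreated yeast above a set limit, then at least 30% activation at any dose in follow-up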;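 further: activators that raise dye reduction in frataxin-depleted yeast; strong numbers were not always called active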
MT stabilizer: microtubule stabilizers in HeLa cells | % tubulin-high responders, % at 10 µM | hit rate 0.83% among 200,000 | HeLa tubulin immunostaining HCS, 24 h; share of cells brighter than vehicle mean+2SD | AID 2205;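 active means plate Z-score above 3 for both tubulin-high and condensed-nucleus cell shares, with cell loss under 80%, at 10 µM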;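 further: anti alpha tubulin signal scored within the nucleus-defined area of each cell; some results filed as inactive read as strong as hits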
WT yeast gro inh: growth inhibition of WT yeast, mitochondrial fusion screen; mitochondrial fusion phenotypic screen, WT strain; inhibition, % at 10 µM; hit rate 2.1% among 190,000; AID 1362; in the data active means inhibition above about 58%; tested in S. cerevisiae
Dynein transport: blocks dynein driven cargo transport along microtubules. 3617.4 mouse cells, GR-EGFP nuclear translocation imaging; test concentration mostly 20 µM; stimulated with dexamethasone, 1 µM; active compounds read low. z-score, hits read low. hit rate 0.47% among 220,000;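 active means plate z-score of nuclear minus cytoplasmic receptor signal below a set negative limit, without overly bright fluorescence or cell loss, cut at about -3.5 in these data, passing the limit was not always enough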;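 further: z-score of nuclear minus cytoplasmic ring GR-EGFP intensity difference per well; some compounds called inactive have numbers as strong as hits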
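Buffer or medium: Induction medium lacking tetracycline, stripped serum | Also added: Dexamethasone agonist, 1.0 µM final, for 30 min | Timing: 48 h induction, 1 h compound, 30 min dex at 37 °C | Detection: Formaldehyde fixation, Hoechst nuclear stain, 10x automated fluorescence imaging | Measure: Nuclear versus cytoplasmic GR-EGFP signal, averaged per well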
Insulin prom up: MIN6 insulin promoter up-regulation | MIN6 insulin promoter-GFP reporter, high-content imaging; active compounds read high | z-score at 5 µM | hit rate 0.3% among 190,000 | AID 1625;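 active means z-score above 3 at 5 µM with at least 500 cells counted in the well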
b-catenin transl: modulators of beta-catenin nuclear translocation; HeLa beta-catenin nuclear translocation, immunofluorescence imaging; nuclear translocation activity, % at 5 µM; hit rate 0.3% among 190,000; AID 1665;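 active means nuclear translocation activity above 50% at 5 µM, with a well cell count of 50 or more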;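 further: per-cell ratio of nuclear to cytoplasmic median beta-catenin stain intensity; plate controls were DMSO negative control for no effect and GSK-3 inhibitor IX positive control for full effect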
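System: HeLa cells, endogenous beta-catenin; compound dosing: 5 µM primary single dose, 0.1% DMSO, 0.02–20 µM confirmation series; incubation: 24 h compound exposure at 37°C, 5% CO2; signal: beta-catenin immunofluorescence imaging with DAPI; evaluation: % activation, nuclear-to-cytoplasmic median beta-catenin signal ratio per cell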
Autophagy mod: alters autophagy in cells | hit rate 0.98% among 190,000 | MEF GFP-LC3 puncta imaging; test concentration mostly 10 µM | AID 463193 | calls only at 10 µM (by protocol);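 active means percentage of spot-positive cells more than 3 SD above its plate mean, without a fluorescence outlier flag or 80% toxicity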;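 further: spot-positive cell cutoff set from DMSO-treated cells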
WT yeast gro inh mutant strain: also measured in WT yeast gro inh; calls as there; inhibition, %; mitochondrial fusion phenotypic screen, mutant strain inhibition
Dynein transport cytoplasmic EGFP: second read-out of Dynein transport, no call of its own (marks repeat the call); z-score; measured here: cytoplasmic GR-EGFP intensity; active compounds read high
Dynein transport nuclear GR-EGFP: further read-out of Dynein transport, marked with its call; z-score; measured here: nuclear GR-EGFP intensity;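 lower value marks the stronger effect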
Dynein transport cell count: further read-out of Dynein transport, marked with its call; z-score; measured here: cell count per field
Insulin prom up cell count: second read-out of Insulin prom up, no call of its own (marks repeat the call); cell count; measured here: cytotoxicity, nuclei count;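 total cells summed across four imaged fields per well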
Hep lipid drop cells 6.5 µM: also measured in Hep lipid drop; calls as there; cell count; measured here: cell count, cytotoxicity flag;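 cells counted across two imaged fields per well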
b-catenin transl cell count 5 µM: also measured in b-catenin transl; calls as there; cell count; measured here: cell count, cytotoxicity flag
MT stabilizer Hoechst-high %: further read-out of MT stabilizer, marked with its call; % Hoechst-high responders; measured here: nuclear condensation Hoechst responders;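 share of cells brighter than vehicle mean plus two SD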
MT stabilizer cytotoxicity %: second read-out of MT stabilizer, no call of its own (marks repeat the call); toxicity, %; measured here: cytotoxicity by cell density;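 0% = mean cell density of plate MIN control wells and 100% = no cells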
Autophagy mod cell loss 18 h: also measured in Autophagy mod; calls as there; toxicity, %; measured here: cell loss, nuclei count;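 cell loss after 18 h compound exposure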
The depositor's hits bear a star; i = inactive; x = not tested or not shown. The list is partial, so the mix of outcomes need not match the whole.

Below each SMILES: Dynein transport nuclear GR-EGFP, b-catenin transl cell count 5 µM, Autophagy mod cell loss 18 h, Insulin prom up cell count, Yfh1-off respiration, MT stabilizer, HEK293 NOD2/NF-kB, MT stabilizer cytotoxicity %, Autophagy mod, Dynein transport cell count, WT yeast gro inh, Hep lipid drop, b-catenin transl, Dynein transport, WT yeast gro inh mutant strain, Hep lipid drop cells 6.5 µM, MT stabilizer Hoechst-high %, Dynein transport cytoplasmic EGFP, Insulin prom up
> CC(C)CCNCC(=O)NC(c1ccccc1)c1ccccc1
→ -0.32, 1100, 21, 1144, i, 2.8, 10%, 5.4, i, -0.15, 5, 8, -2.9, -0.76, -2, 688, 2.8, -0.19, -0.47
> Cc1ccc(S(=O)(=O)N2CCN(S(C)(=O)=O)CC2)cc1
→ 2, x, -2, x, i, 3.6, x, 6.3, i, -2.4, x, x, x, 1.7, x, x, 1.3, 0.36, x
> C(=N\n1cnnc1)/c1cccs1
→ 0.22, 1134, 7, 1142, i, 3.0, 14%, 5.3, i, 1.1, 9, 11, -2.0, 0.48, 7, 767, 1.5, -0.22, 1.6
> c1nc(N2CCOCC2)c2c3c(sc2n1)CCCC3
→ 0.23, 1050, 0, 1202, i, 2.3, 28%, 14, i, -0.85, 1, -31, -1.6, 0.46, -5, 684, 0.2, -0.24, -0.31
> OC(CN1CCN(c2cccc(C(F)(F)F)c2)CC1)c1c[nH]c2ccccc12 (stereo not drawn)
→ -0.17, 1379, -10, 1387, i, 1.6, 9%, 11, i, 0.55, 27, x, 0.6, -0.41, 34, x, 1.5, -0.2, 1.6
> COC(=O)CC1C(=O)NCCN1C(=O)Nc1ccc(Cl)c(Cl)c1 (stereo not drawn)
→ -0.12, 906, 9, 1525, i, 4.3, 10%, 5.2, i, 1.1, -12, -10, -3.1, -1.3, 5, 664, 1.6, -0.27, 1.4
> C=CCNc1ncnc2ccc(Br)cc12
→ 0.16, 720, 10, 868, i, 3.0, x, 1.0, i, -0.001, 7, x, -1.3, -0.28, 5, x, 2.6, -0.21, -2.4
> COc1ccccc1NC(=S)N(Cc1ccccc1)Cc1cccs1
→ -0.22, 1090, 12, 1190, i, 1.0, -12%, 5.1, i, 0.35, 18, 10, -2.1, -0.45, 20, 785, 1.9, -0.17, 2.1
> Cc1cccc(C(=O)Nc2ccc(C(=O)/C=C/c3cccnc3)cc2)c1
→ 0.027, x, -7, 908, i, 4.0, 9%, 0.9, i, -1.7, 10, -45, x, 0.74, -29, 341, 3.9, 0.28, -0.87
> COC(=O)c1ccc(Cn2nnc3ccccc32)cc1
→ 1.5, 1273, x, 1003, i, x, -11%, x, x, -0.86, x, 14, -1.3, 1.3, x, 719, x, 0.036, -0.51
> Cc1cc(NC(=O)CCCn2nc([N+](=O)[O-])c(Br)c2C)no1
→ -0.13, x, 25, 1188, i, 2.5, 5%, 1.8, i, 0.22, 0, -3, x, -0.45, -7, 772, 2.1, -0.1, 0.8
> CC1CCc2c(nc3ncnn3c2Nc2ccc(OC(F)(F)F)cc2)C1 (stereo not drawn)
→ -0.21, 1006, 6, 991, i, 2.8, 17%, 5.3, i, 0.73, 8, -18, -0.3, 0.12, -1, 754, 1.5, -0.21, -0.08
> Cc1cc(C)nc(NC(=O)C(c2ccccc2)c2ccccc2)c1
→ 0.97, 597, -10, 1252, i, 3.4, -2%, 6.2, i, -0.32, -2, -12, -3.4, 0.37, 2, 640, 2.7, -0.21, -0.43
> CON(c1nc(Cl)nc(N(C)C)n1)S(=O)(=O)c1ccccc1Cl
→ 0.075, 1434, -18, 1629, i, 3.2, -1%, 6.0, i, 0.41, -1, x, -0.9, -0.24, -12, x, 2.5, -0.31, 0.76
> O=C(CCCC1=NS(=O)(=O)c2ccccc2N1)N1CCN(c2ccccc2)CC1
→ 0.0066, 1385, 19, 1319, i, 5.4, 16%, 6.2, i, 0.58, 17, x, 1.5, -0.086, 1, x, 4.2, -0.14, 0.19
> O=C(Nc1ccccc1C(F)(F)F)N1CCN(c2ccccn2)CC1
→ -0.035, 1111, -13, 1548, i, 2.8, 1%, 6.3, i, 1.2, -15, -40, -4.7, -0.2, -8, 577, 1.5, -0.23, 0.19
> COCCSc1ccccc1C(=O)Nc1ccc(Br)cc1
→ -0.22, 1080, -14, 1549, i, 3.3, 8%, 6.0, i, 0.13, 15, 0, 0.2, -0.63, 10, 643, 1.6, -0.29, -0.2
> O=C(COC(=O)c1cccc(S(=O)(=O)N2CCN(c3ccccc3)CC2)c1)NCc1ccco1
→ -0.34, 1389, -9, 1483, i, 1.2, 8%, 5.5, i, 0.27, 1, x, 1.9, -0.73, 4, x, 1.1, -0.11, 1.1
> COc1ccc(N(CC(=O)Nc2cccnc2)S(C)(=O)=O)cc1
→ 1.1, 1027, 18, 1475, i, 1.8, 2%, 5.1, i, -0.9, -12, 1, -1.4, 1.7, -29, 704, 1.0, -0.22, -0.22
> Cc1ccnc2nc(C(=O)N3CCN(S(=O)(=O)c4ccccc4)CC3)nn12
→ -0.54, 1171, -18, 1025, i, 5.3, 9%, 6.5, i, 0.82, 6, x, 0.3, -1.6, -3, x, 3.6, -0.33, 0.19
> CCOc1ccc(C(OC(=O)c2ccco2)C(=O)NCc2ccc(C)cc2)cc1 (stereo not drawn)
→ -0.98, 1310, -4, 1572, i, 2.7, 9%, 7.2, i, 0.16, 7, x, 1.0, -0.68, -7, x, 2.1, -0.25, -0.22
> CC(=O)Nc1cc2c(cc1C(=O)c1ccccc1)OCCO2
→ 0.0073, 940, 4, 1295, x, 2.1, -2%, 11, i, -0.22, 7, x, -6.4, -0.31, 8, x, 0.8, -0.2, 0.54
> COC(=O)CC(=O)Cc1nc(N)nc(Nc2ccc(C)c(C)c2)n1
→ 0.92, 1149, -9, 1111, i, 2.9, 10%, 8.4, i, -0.5, -33, -1, -0.3, 0.93, 2, 801, 2.6, -0.17, 0.13
> Cc1c(O)c(=O)ccn1Cc1ccccc1
→ 0.6, x, 12, 1337, i, 3.7, -2%, 3.2, i, 0.11, -11, x, x, 0.61, -7, x, 1.6, -0.26, 0.03
> CSc1oc(-c2ccc(F)cc2)nc1S(=O)(=O)c1ccccc1
→ -0.35, 929, 1, 1206, i, 3.1, 5%, 3.8, i, 0.9, -10, 12, 4.0, -0.59, -7, 743, 2.6, -0.21, 0.19
> O=C(NC1CCCc2ccccc21)c1ccc2c(c1)OCO2 (stereo not drawn)
→ -0.48, 1482, 32, 1333, i, 2.7, -31%, 6.6, i, 0.28, -2, -5, 0.6, -1.9, 10, 638, 3.2, -0.23, 0.84
> CC(C)N1CCC2(CC1)C(C#N)=C(N)NC(S)=C2C#N
→ -0.051, 1159, 7, 1486, i, 2.2, 14%, 12, i, -0.73, -1, 0, -1.1, -0.3, -5, 604, 2.1, -0.11, 0.43
> CCc1nnc(NC(=O)C2CCCN(S(=O)(=O)c3ccccc3)C2)s1 (stereo not drawn)
→ 0.41, 1207, -4, 951, i, 1.4, 18%, 6.6, i, 0.17, 12, 9, -2.0, 0.49, -1, 785, 1.8, -0.00021, -0.67
> CC(=O)C1=C(O)C(=O)N(c2ccc(C(=O)O)cc2)C1c1ccccc1 (stereo not drawn)
→ 0.45, x, 33, 855, i, 2.0, 6%, 7.1, i, -0.15, -27, 5, x, 0.56, -38, 742, 1.4, -0.12, 0.78
> CN1CCCN(C(=O)/C=C/c2ccc(F)cc2)CC1
→ 0.078, 1050, 1, 1520, i, 2.2, 3%, 3.5, i, -0.54, -9, 25, -1.5, 0.024, 1, 730, 3.4, -0.14, 1.1
> O=C(C[n+]1ccccc1)N/N=C/c1ccco1
→ 0.085, 1136, -4, 1315, i, 1.1, 14%, 6.8, i, -0.34, 7, 4, -2.7, 0.97, -20, 692, 0.6, -0.24, 0.4
> CCn1cc(C(=O)OCc2ccccc2)c(=O)c2ccc(C)nc21
→ 0.099, 830, -2, 1217, i, 1.0, 15%, 31, i, 0.1, 0, -39, 0.5, -0.34, 8, 745, 0.2, -0.27, 0.59
> Cn1ncc(SCc2ccccc2)c(Cl)c1=O
→ -1.2, 1016, x, 1092, i, x, 21%, x, x, 1.4, x, -9, 1.3, -1.8, x, 696, x, -0.19, -1
> COc1ccc(S(=O)(=O)N(CC(=O)NCCC(C)C)c2ccccc2)cc1OC
→ 0.052, 977, 24, 1473, i, 3.6, -11%, 2.3, i, 0.033, 18, -26, 1.1, -0.39, 9, 706, 1.6, -0.26, 0.95
> CCOC(=O)c1c(NC(NC(C)=O)C(Cl)(Cl)Cl)sc(C(C)=O)c1C (stereo not drawn)
→ -0.43, x, 14, x, i, 2.5, 8%, 2.6, i, 0.91, -3, x, x, -0.31, -10, x, 1.4, -0.23, x
> CC(/C=N\NC(=O)CN1CCN(Cc2ccccc2)CC1)=C\c1ccco1
→ -0.5, 1137, 4, 1444, i, 2.4, -3%, 3.6, i, 0.99, -16, 0, -1.4, -0.47, -11, 440, 3.0, -0.25, -0.71
> CC(C)c1ccccc1NC(=S)NN(Cc1ccccc1)c1ccccc1
→ 1.1, 1254, 20, 1448, i, 1.5, 15%, 6.8, i, -0.6, 62*, x, -1.1, 0.35, 26*, x, 1.1, -0.18, -0.62
> CC(C)(C)OC(=O)N1CC=C2C(C#N)=C(N)C(C#N)(C#N)C(c3cccs3)C2C1 (stereo not drawn)
→ -0.8, x, -15, 1067, i, 2.9, 9%, 5.2, i, 1.6, 14, -1, x, -1.5, 22, 719, 2.7, 0.1, -0.06

Source: PubChem (several laboratories)
